Source: PubChem
GLP1R inv ag: inverse agonists of human GLP-1 receptor; P43220; HEK293 GLP-1R CRE-luciferase, luminescence, 24 h; GLP-1R form is constitutively active; Potency, µM (series often up to 38.3 µM), for inactives: at the top dose activity change, negative = inhibition, actives largely listed as inhibitors; hit rate 1.6% among 410,000; further: on the % scale 0 is the no-effect control and ±100 the full control effect; nearly all actives have a fitted effect of over 55% in size
Target sequence (P43220 whole entry, looked up): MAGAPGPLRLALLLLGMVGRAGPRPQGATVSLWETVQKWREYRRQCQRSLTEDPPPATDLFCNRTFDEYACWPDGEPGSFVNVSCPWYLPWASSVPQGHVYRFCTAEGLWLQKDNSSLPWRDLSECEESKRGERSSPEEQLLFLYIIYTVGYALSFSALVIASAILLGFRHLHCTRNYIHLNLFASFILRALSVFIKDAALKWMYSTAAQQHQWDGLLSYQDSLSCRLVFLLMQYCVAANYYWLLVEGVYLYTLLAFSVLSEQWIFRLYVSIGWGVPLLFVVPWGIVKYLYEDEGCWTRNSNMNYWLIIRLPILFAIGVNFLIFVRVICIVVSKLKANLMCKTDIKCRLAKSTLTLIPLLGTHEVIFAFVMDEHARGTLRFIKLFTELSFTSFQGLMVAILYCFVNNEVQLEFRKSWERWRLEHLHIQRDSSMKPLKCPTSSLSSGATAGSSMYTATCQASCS
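Assay principle: reduced luminescence from a cAMP-responsive reporter in HEK293 cells co-expressing a constitutively active GLP-1R. Conditions: 24 hr compound incubation, 37 deg C, 5% CO2.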
KB-V1 cytotox: kills drug-selected multidrug resistant KB-V1 cells; hit rate 3.4% among 400,000; AID 1347076; Potency, µM (top dose mostly 46.1 µM), for inactives: at the top dose activity change, negative = cytotoxicity, actives largely listed as cytotoxic; KB-V1 MDR cells viability, CellTiter-Glo, 72 h; further: on the % scale 0 is the no-effect control and ±100 the full control effect; nearly all actives have a fitted effect of over 60% in size
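Readout: CellTiter-Glo luminescence, 10 min after addition. Cells: KB-V1 MDR subline, 72 h at 37 degrees C with compound. Analysis: corrected, normalized data fitted to concentration-effect curves.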
TDP43 rescue: inhibitors of TDP-43 toxicity in yeast; Potency, µM (highest dose often 46.1 µM), for inactives: at the highest dose growth rescue (activation), actives largely listed as activators; hit rate 1.8% among 410,000; TDP-43 expressing yeast growth rescue, BacTiter-Glo, 24 h; further: % of control where 0% means no effect; nearly all actives have a fitted effect of over 50% in size
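Growth rescue of TDP-43-toxic yeast measured as ATP luminescence (BacTiter-Glo). Cells grown to mid-log in raffinose, induced in galactose at OD600=0.02, exposed to compound 24 hr at 30 deg C.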
SW480 rerep: induces DNA re-replication in SW480 colon adenocarcinoma cells; Potency, µM (top dose mostly 46.1 µM), inactives show at the highest dose re-replication activation, actives largely listed as activators; hit rate 1.8% among 340,000; SW480 DNA re-replication, Hoechst DNA content imaging, 48 h; further: % of control where 0% means no effect; nearly all actives have a fitted effect of over 55% in size
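Per well, 250 cells were exposed to pinned compound for 48 hr. Nuclear DNA was visualised with Hoechst (40 min, 37 C) and total object intensity recorded by fluorescence scanning.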
GLP-1R agonist: GLP-1 receptor (human) agonism. P43220. HEK293 GLP-1R CRE-luciferase, luminescence, 4-6 h; cells express a hypersensitive GLP-1R form. Potency, µM (top dose mostly 45.6 µM), for inactives: top-dose activation, hits mostly activators. hit rate 0.007% among 380,000. AID 624172; further: % of control where 0% means no effect
KB-3-1 cytotox: KB-3-1 parental cell cytotoxicity; hit rate 1.4% among 400,000; Potency, µM (highest dose often 46.1 µM), inactives show at the highest dose activity change, negative = cytotoxic, hits mostly cytotoxic; KB-3-1 viability, CellTiter-Glo ATP luminescence, 72 h; further: on the % scale 0 is the no-effect control and ±100 the full control effect; nearly all actives have a fitted effect of over 60% in size
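Cytotoxicity measured as CellTiter-Glo luminescence after 72 h at 37 C. Compound titrations were pinned onto drug-naive KB-3-1 parental adenocarcinoma cells grown in DMEM with 10% FBS, and normalized data fitted to concentration-response curves.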
GLP1R cytotox: cytotoxicity in counter-screen for GLP-1R inverse agonists; HEK293 cAMP-luciferase reporter cells, luminescence, 24 h; Potency, µM (highest dose often 38.3 µM), without a hit: at the highest dose activity change, negative = inhibition, hits mostly inhibitors; hit rate 0.13% among 410,000;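 further: loss of luciferase light is scored as toxicity; on the % scale 0 is the no-effect control and ±100 the full control effect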
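Luminescence readout: signal drop marks cytotoxicity. Plated cells grew 12 h at 37 °C, 5% CO2, received 23 nL compound for 24 h, then got luciferase reagent, read after 12 min at RT.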
HT1080-NT tox: kills 2HG-producing HT-1080-NT fibrosarcoma cells; HT-1080-NT fibrosarcoma viability, CellTiter-Glo ATP luminescence, 48 h; Potency, µM (series often up to 46.1 µM), inactives show at the top dose activity, negative = less viability, usual class: cytotoxic; hit rate 1.6% among 360,000; AID 686970;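 further: NT is the 2HG producing partner of a matched IDH1 knockdown line; 0% = DMSO-treated cells and -100% = media-only wells without cells; nearly all actives have a fitted effect of over 55% in size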
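Viability by CellTiter-Glo luminescence after 48 h compound exposure at 37C of HT-1080-NT cells (750/well, RPMI, 5% FBS). % activity scaled between DMSO wells and medium-only wells, then curve-fitted and categorized by curve class.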
HT1080 IDH1KD tx: kills HT-1080 cells with IDH1 knockdown. HT-1080 IDH1 knockdown viability, ATP luminescence, 48 h. Potency, µM (doses to about 46.1 µM), without a hit: at the highest dose activity, negative = toxicity, actives largely listed as cytotoxic. hit rate 2% among 360,000;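 further: 0% = DMSO wells and -100% = cell-free medium wells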
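In this qHTS, HT-1080 cells depleted of IDH1 are exposed for 48 h at 37 °C to compound titrations. Toxicity is scored from CellTiter-Glo luminescence, with DMSO as full viability and medium alone as none.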
* hit, by the source's call; u = inconclusive; x = not tested or not shown; & = joins results of further samples; [ ] = remark or other dose. The call rests on the fitted dose curve; in most records, active means well fitted curve in the direction sought with a large enough effect; inconclusive means small, poorly fitted or top-dose-only effect, or another doubt; inactive means no such curve, though single readings can be large; an effect the other way counts as inactive or inconclusive. Potency means the concentration at half of the fitted maximal effect.

SMILES	GLP1R inv ag	KB-V1 cytotox	TDP43 rescue	SW480 rerep	GLP-1R agonist	KB-3-1 cytotox	GLP1R cytotox	HT1080-NT tox	HT1080 IDH1KD tx
COc1ccc(-c2cnc3c(NC=O)cc(-c4cc(OC)c(OC)c(OC)c4)cn23)cc1OC	-23%	23µM*	22%	x	27%	u	-8%	u	u
Cn1c(=N)c(S(=O)(=O)c2ccccc2)cc2c(=O)n3ccccc3nc21	79%[activator]	4%	5%	u	0%	-4%	266%[activator]	-12%	-14%
CCCCn1c(N)c(N(CC(C)C)C(=O)CCCSc2nncs2)c(=O)[nH]c1=O	33%[activator]	14%	-12%[0.397 µM]	-6%	0%	3%	0%	15%	19%
CCCCn1nc(CC(=O)NCCN(CC)CC)c2ccccc2c1=O	-11%	-2%	-18%	-5%	7%	2%	-3%	3%	3%
Cc1noc(C)c1CSCC(=O)OCC(=O)Nc1ccc(OC(F)(F)F)cc1	9%	-9%	2%	x	-7%	0%	3%	-1%	8%
O=[N+]([O-])c1cc(-c2nc(-c3ccccn3)no2)ccc1NCc1ccccc1	28%	2%	-3%	x	x	9%	5%	x	x
Cc1cc(OCC(=O)NC(C)C)cc(C)c1Cl	u	-15%	0%	0%	11%	0%	-12%	13%	2%
CCOC(=O)c1cnc(SC)nc1Oc1cccc(NC(=O)c2cccc(Cl)c2Cl)c1	-2%	-12%	-4%	-11%	3%	-13%	11%	15%	9%
Cc1cc2cc(C)c3nnc(SCC(=O)Nc4ccc(S(=O)(=O)N5CCCCC5C)cc4)n3c2cc1C (centres undefined)	10%	1%	3%	-2%	2%	0%	1%	10%	11%
CCCN(C(=O)COC(=O)CNC(=O)c1ccc2ccccc2c1)c1c(N)n(Cc2ccccc2)c(=O)[nH]c1=O	0%	27%	-23%	-163%[inhibitor]	7%	-5%	21%	4%	8%
CC(C)[N+](C)(C)CC#CC(O)(c1ccccc1)c1ccccc1	5%	6%	3%	-2%	0%	-3%	-8%	15%	2%
CC(C)(C)[C@H]1C=C(C(=O)O)O[C@@H](OCCCCO)C1	11%	-14%	0%	u	-2%	-5%	7%	4%	-5%
COc1cc2nc(CN(C)Cc3ccc(Cl)cc3)[nH]c(=O)c2cc1OC	-1%	u	21%	7%	4%	u	-5%	17%	10%
COc1cc(OC)c2cc(C(=O)N/N=C/c3ccccc3O)[nH]c2c1	u	3%	14%	17%	-3%	u	63%[activator]	-15%	-20%
CC(C)Oc1cc(F)ccc1-c1cc(C(=O)Nc2ccc(C(C)C)cc2)[nH]n1	u	-22%	10%	x	4%	0%	-3%	-23%	-25%
CN(C)c1nc(Oc2ccc(=O)n(C)n2)nc(N2CCOCC2)n1	0%	-11%	-9%	-13%	2%	11%	-8%	-3%	2%
COC(=O)C[C@H]1c2cc(C(F)(F)F)ccc2S(=O)(=O)N1c1ccc(N(C)C)cc1	8%	0%&-30%	29%	-12%	0%	-16%&-16%	2%	0%	1%
CCSC1=NCCN1C(=O)c1c(-c2ccccc2Cl)noc1C	-2%[7.66 µM]	-16%	12%	0%	-1%	-7%	-5%[7.66 µM]	0%	2%
C=CCN(C(=O)c1csnn1)C(C(=O)NCc1ccccc1)c1c(F)cccc1Cl (centres undefined)	13%	24%	-12%	-8%	12%	0%	-5%	10%	6%
COc1ccc(Cn2c(CCC(=O)O)nc3cccnc32)cc1	5%	20%	-9%	-7%	-9%	5%	9%	9%[9.24 µM]	-4%
CC(Sc1ccc(Cl)cc1)C(=O)NCC(c1ccco1)N1CCCCC1 (centres undefined)	11µM*	2%	16%	1%	-5%	-20%	-4%	-1%	7%
Cn1c(=O)c(C(=O)CN2CCCCCC2)c(N)n(Cc2ccccc2)c1=O	21%	6%	0%	0%	10%	7%	0%	-10%	0%
COc1cccc(C=NNC(=O)CCCC(=O)NN=Cc2cccc(OC)c2)c1	5%	1%	13%	-7%	3%	13%	-11%	6%	14%
O=C(CN(Cc1ccccc1)C(=O)c1csnn1)NCCc1ccccc1	6%	-21%	1%	2%	10%	9%	-8%	-2%	14%
O=C(Cc1ccccc1)Nc1ccccc1N1CCCC1	u	u	7%	-11%	-2%	-9%	35%[activator]	-6%	0%

Three of these compounds in another layout.
> COc1ccc(Cn2c(CCC(=O)O)nc3cccnc32)cc1
- GLP1R inv ag: 5%
- KB-V1 cytotox: 20%
- TDP43 rescue: -9%
- SW480 rerep: -7%
- GLP-1R agonist: -9%
- KB-3-1 cytotox: 5%
- GLP1R cytotox: 9%
- HT1080-NT tox: 9%[9.24 µM]
- HT1080 IDH1KD tx: -4%
> CC(Sc1ccc(Cl)cc1)C(=O)NCC(c1ccco1)N1CCCCC1 (centres undefined)
- GLP1R inv ag: 11µM*
- KB-V1 cytotox: 2%
- TDP43 rescue: 16%
- SW480 rerep: 1%
- GLP-1R agonist: -5%
- KB-3-1 cytotox: -20%
- GLP1R cytotox: -4%
- HT1080-NT tox: -1%
- HT1080 IDH1KD tx: 7%
> Cn1c(=O)c(C(=O)CN2CCCCCC2)c(N)n(Cc2ccccc2)c1=O
- GLP1R inv ag: 21%
- KB-V1 cytotox: 6%
- TDP43 rescue: 0%
- SW480 rerep: 0%
- GLP-1R agonist: 10%
- KB-3-1 cytotox: 7%
- GLP1R cytotox: 0%
- HT1080-NT tox: -10%
- HT1080 IDH1KD tx: 0%

The main list resumes, starting 3 compounds before the break.
SMILES	GLP1R inv ag	KB-V1 cytotox	TDP43 rescue	SW480 rerep	GLP-1R agonist	KB-3-1 cytotox	GLP1R cytotox	HT1080-NT tox	HT1080 IDH1KD tx
COc1cccc(C=NNC(=O)CCCC(=O)NN=Cc2cccc(OC)c2)c1	5%	1%	13%	-7%	3%	13%	-11%	6%	14%
O=C(CN(Cc1ccccc1)C(=O)c1csnn1)NCCc1ccccc1	6%	-21%	1%	2%	10%	9%	-8%	-2%	14%
O=C(Cc1ccccc1)Nc1ccccc1N1CCCC1	u	u	7%	-11%	-2%	-9%	35%[activator]	-6%	0%
COc1ccccc1-c1oc2ccccc2c1C#CCCO	u	4%	u	-3%	4%	7%	8%	7%	9%
CN(C)c1ccc(NC(=O)CN2CCC(C(=O)c3ccc(F)cc3)CC2)cc1	u	u	-12%	-2%	-3%	-16%	-8%	-2%	-2%
CC(OC(=O)c1cccnc1)C(=O)NCc1ccc2c(c1)OCO2 (centres undefined)	2%	5%	1%	-7%	0%	0%	-4%	14%	9%
CCN(CC(=O)Nc1c(F)cccc1F)C(=O)C1CCCO1 (centres undefined)	3%	21%	-1%	x	1%	-10%	5%	8%	9%
CCn1c(N2CCC(Cc3ccccc3)CC2)nc2c1c(=O)[nH]c(=O)n2C	-17%	u	4%	-2%	30%	-19%	-10%	-28%	u
COC(=O)NCCOc1cc(C)ccc1C	1%	-1%	13%	3%	2%	14%	3%	13%	5%
COc1ccc(NC(=O)N(C)C[C@H]2Oc3ccc(NC(=O)Nc4ccc5c(c4)OCO5)cc3C(=O)N([C@H](C)CO)C[C@@H]2C)cc1	7%	21%	18%	6%	9%	11%	2%	6%	9%
CC1(C)OC(=O)C=C[C@]2(C)[C@H]3CC[C@@]4(C)[C@H](C(=O)O)OC(=O)[C@H]5O[C@]54[C@]3(C)C(=O)C[C@@H]12	8%	-17%	-3%	2%	-5%	7%	9%	19%	28%
CCc1ccc(-n2c(SCC(=O)Nc3cc(C)[nH]n3)nc3[nH]ncc3c2=O)cc1	-20%	15%	2%	0%	2%	13%	-12%	-10%	-15%
O=C(Cn1c(=O)c2cc(Cl)ccc2n2nncc12)Nc1ccccc1	17%	9%	14%	x	1%	3%	2%	x	x
CCc1ccc2c(COC(=O)C3CSC4(C)CCC(=O)N34)cc(=O)oc2c1 (centres undefined)	9%	u	9%	-1%	23%	10%	-18%	3%	-1%
O=C(CN1C(=O)NC2(CCCC2)C1=O)Nc1ccccc1C(F)(F)F	8%	-1%	-9%	0%	2%	1%	-3%	15%	2%
C=CCn1c(COc2cccc3ccc(C)nc23)nnc1SCC(=O)O	3%	16%	17%	1%	2%	-8%	12%	10%	7%
Oc1ccccc1C1=Nc2ncnn2C(c2ccc(F)cc2)C1 (centres undefined)	0%	-3%	u	-2%	9%	-4%	-4%	3%	-5%
CC1(C(=O)NS(=O)(=O)c2cccc(Cl)c2)CCN1C(=O)C1(c2ccc(Cl)cc2)CC1 (centres undefined)	-22%	-11%	0%	x	-6%	-18%	-5%	-3%	5%
Cc1cccc(N=Nc2cnc(N)s2)c1	-12%	0%	-13%	2%	24%	-33%	u	-2%	0%
O=C(NCc1ccc(OC(F)(F)F)cc1)c1cccc2c1C(=O)c1ccc(N3CCCCC3)cc1S2(=O)=O	3%	21%	13%	-7%	6%	15%	5%	0%	3%
COc1cccc(NC(=S)N2CCC(c3ccc(C)cc3)C2)c1 (centres undefined)	u	0%	20%	8%	13%	u	-25%	1%	-20%
COc1ccc(C(=O)c2c(N)c(-c3nc(-c4ccc(OC)cc4)cs3)c3ccccn23)cc1	2%	3%	9%	x	x	0%	-16%	x	x
COc1ccccc1-n1c(=O)c(C#N)c(-c2ccc([N+](=O)[O-])cc2)c2cc(C(=O)c3cc(F)ccc3O)cnc21	-18%	-11%	-19%[9.22 µM]	2%	7%	-2%	-4%	15%	4%

Entries listed above that bear a hit mark in GLP1R inv ag.
SMILES	GLP1R inv ag	SW480 rerep	GLP-1R agonist
CC(Sc1ccc(Cl)cc1)C(=O)NCC(c1ccco1)N1CCCCC1 (centres undefined)	11µM*	1%	-5%
